aSyn 5UTR inh: MLPCN primary screen, SNCA 5' untranslated region; alpha-synuclein 5'UTR reporter, inhibitor activity; inhibition, % (tested at 7.5 µM); actives 0.82% (n = 300,000); in the data active = inhibition above about 60%; inconclusive = no clear call, values can overlap the other calls;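 also: H4 neuroglioblastoma cells stably carrying SNCA 5'UTR luciferase fusion; 0% = DMSO wells and 100% = positive control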
SKKanGAS inh: blocks kanamycin growth of S. pyogenes SKKanGAS strain; actives 1.3% (n = 300,000); inhibition, % at 7.5 µM; BacTiter-Glo, 6 h;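 active = mean replicate score, as percent of positive control median, at least 50; inconclusive = mean below 50 but one replicate at or above 50; inactive = mean and every replicate below 50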;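 also: strain carries kanamycin resistance gene driven by streptokinase promoter and grows in 40 µg/ml kanamycin; loss of luminescence reflects streptokinase promoter inhibition or plain growth inhibition; 0% = median of DMSO wells and 100% = positive control at its reference dose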
HSF-1 act: increases HSF-1 driven luciferase reporter signal | NIH3T3-HGL HSF-1 luciferase reporter, MG132, 8 h; 100% = twice DMSO control signal | activation, % at 9 µM | actives 1.7% (n = 300,000) | AID 504408;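 active = mean replicate activation of at least 50% with a set share of replicates each reaching 50%; inconclusive = only one of those two conditions met; inactive = mean below 50% and too few replicates reaching it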;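 also: 0% = median of the neutral control wells and 100% = twice that signal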
HSP90 inh: blocks HSP90-mediated luciferase refolding in reticulocyte lysate; Rabbit reticulocyte lysate, luciferase refolding luminescence, 3 h; inhibition, % at 5.6 µM; actives 0.91% (n = 290,000); AID 1789;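 active = inhibition above the screen-wide mean plus 3 SD, computed separately per campaign, cut at about 16% in these data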;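 also: 0% = DMSO wells and 100% = 60 µM geldanamycin wells; inhibitors lower the luminescence because luciferase stays unfolded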
HIF act: HIF pathway transcriptional activation; activation, % at 7.5 µM (by protocol); AID 1910; actives 0.32% (n = 300,000); U2OS HRE-luciferase reporter, luminescence; normalized: DMSO 0%, desferrioxamine 100%;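 active = mean activation of at least 10% of the iron chelator positive control signal, with at least half of replicates also reaching 10%; inconclusive = mean and replicate majority disagree about reaching 10%; inactive = mean and most replicates under 10%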
AI-2 QS modul: modulators of Vibrio harveyi AI-2 quorum sensing system. actives 0.4% (n = 300,000). Vibrio harveyi JMH597 AI-2 luminescence/OD600 ratio, 9 h; stronger effect = lower value; strain lacks LuxN and CqsS sensors; 0 = neutral-control median. activity change, % at 7.5 µM; in the data active = activity change below about -75%, passing the limit was not always enough; inconclusive = no clear call, values can overlap the other calls;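 also: luminescence divided by OD600 gain over 9 h not by final OD600 alone; inactives centre near 13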
Platelet DG rel: modulates dense granule release in human platelets; actives 0.22% (n = 300,000); human platelet-rich plasma, SFLLRN dense granule ATP release, luminescence; AID 1663; inhibition, %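 (compounds screened at 7.5 µM in platelet-rich plasma)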;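 active = mean replicate score, as percent of positive control, at or above 50; inconclusive = mean below 50 but at least one replicate at or above 50; inactive = mean and every replicate below 50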
HSF1 inh: HSF1 inhibition; NIH3T3-HGL HSE-luciferase, MG132-induced, luminescence 8 h; stronger effect = lower value; activity change, negative = inhibition, % at 7.5 µM (by protocol); actives 0.77% (n = 300,000);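 active = more than half of replicate wells show activity change below -50%, luminescence cut by over half; inconclusive = some wells, but at most half, below -50%; inactive = no replicate well below -50%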;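 also: luciferase reports HSF-1 transcriptional activity via heat shock element; 0% = median of DMSO wells and -100% = zero luminescence signal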
IEC-6 cytotox: kills IEC-6 intestinal cells in KLF5 counter-screen; IEC-6 cytotoxicity, luminescence viability; inhibition, % at 5 µM; actives 0.78% (n = 290,000); in the data active = inhibition above about 22%;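 also: 0% = plate median of test compound wells and 100% = cytotoxic reference compound wells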
KLF5 inhibitor: suppresses KLF5 promoter-driven expression | AID 1700 | inhibition, % at 5 µM | actives 0.23% (n = 290,000) | DLD-1 KLF5 promoter-luciferase reporter, luminescence;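 active = inhibition above a per-plate limit of that plate's mean compound inhibition plus 3 SD, cut at about 60% in these data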;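 also: 0% = DMSO wells and 100% = LY294002 at 200 µM; higher means less KLF5 promoter-driven luciferase light; inactives centre near -14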
Active calls of the source: *; ? = inconclusive; . = not tested or not shown.

Structure,IEC-6 cytotox,SKKanGAS inh,HSF-1 act,HIF act,aSyn 5UTR inh,AI-2 QS modul,HSP90 inh,KLF5 inhibitor,HSF1 inh,Platelet DG rel
NC(=O)c1cccc2c3c([nH]c12)CCCC3,-3.3,1.9,-11.8,0.2,-37.5,1.5,2.1,-59.9,-1.3,-27.7
N#Cc1nc(N2CCCCC2)nc(N2CCOCC2)n1,-0.6,-0.3,-10.0,-0.5,5.1,-0.2,-3.1,-40.7,-5.3,4.6
O=C(CN1C(=O)NC2(CCc3ccccc3C2)C1=O)NCC(F)(F)F (centres undefined),-1.3,-4.8,-4.3,2.2,-1.1,8.5,4.8,-14.5,0.7,3.9
CCCC#CCN1CCN(C23CC4CC(CC(C4)C2)C3)CC1,-4.1,-5.6,-1.9,0.3,-5.9,6.3,-5.6,-44.5,-3.0,4.5
CSc1nc(-c2ccco2)nn1C(=O)CCc1ccccc1,7.5,.,.,-0.2,-12.7,22.6,1.4,-30.4,.,4.7
Cc1cc2c([nH]c3ccccc32)c2c1OC(C)(C)C=C2,.,39.3,43.3,4.2,-204.0,-1.6,.,.,31.3,-2.0
CCOc1ccc(-c2cccc(NS(=O)(=O)c3ccc([N+](=O)[O-])cc3)c2)nn1,.,4.2,3.0,-1.6,10.0,8.0,.,.,-2.1,3.3
CN(CC(=O)NCc1ccncc1)S(=O)(=O)c1ccc2ccccc2c1,0.0,-13.7,10.9,0.2,14.9,14.6,2.1,-35.2,-2.2,1.4
COCCCn1c(=S)[nH]c(C)c(C)c1=O,-9.2,1.4,-1.7,-0.1,16.1,16.1,1.0,-9.1,4.3,30.2
CC(=O)NS(=O)(=O)c1ccccc1,-0.9,-6.7,4.5,-0.5,-33.2,2.9,1.1,-20.6,-2.8,-4.2
Cc1ccc(/C(N)=N/OC(=O)c2ccc(F)cc2)cc1,-0.6,-3.0,?,4.7,-194.1,17.1,-2.5,-91.1,23.4,12.8
CCCn1c(C(C)Nc2nc(-c3ccc(OC)cc3)cs2)nc2ccccc21 (centres undefined),-6.2,17.4,-0.7,0.6,10.5,19.5,-0.7,-7.2,-1.4,5.6
CC(=O)Nc1cccc(Oc2cnc3ccccc3n2)c1,6.9,4.5,0.8,1.9,-47.2,8.6,0.9,-41.6,-0.3,-0.4
Cc1ccc(NC(=O)CN2C(=O)N/C(=C/c3ccc(C)o3)C2=O)cc1,-1.0,-10.8,15.6,-0.1,3.1,15.6,-0.3,28.8,1.7,4.6
CCCCN(C)CCNC(=O)C(=O)c1c(C)[nH]c2ccccc12,4.9,4.6,34.1,-0.8,-23.3,19.4,2.5,-9.2,0.4,5.7
CC(=O)c1cccc(S(=O)(=O)NCC(c2ccco2)N2CCCCC2)c1 (centres undefined),-2.8,11.4,-6.7,-0.1,9.3,4.6,-1.4,-36.8,-6.0,-2.1
O=C(C1CCCCC1)N1CCN(S(=O)(=O)c2ccc(Cl)cc2)CC1,-2.0,1.9,8.7,0.2,-30.2,7.5,-0.5,-2.5,2.9,3.1
CN1C(=O)CC(N2CCN(CC(=O)N3CCCC3)CC2)C1=O (centres undefined),-3.4,-0.2,-5.5,-0.2,2.7,4.3,5.9,3.5,-10.4,19.1
CCN1CCc2c(sc(NC(=O)Cc3ccccc3)c2C(N)=O)C1,-7.0,0.4,-0.9,0.5,-17.9,13.6,-5.0,-14.4,1.4,-0.3
CCOc1ccc(N2C(=O)CN(c3cccc4ccccc34)C2=S)cc1,9.0,-3.2,.,0.9,7.1,11.4,4.8,-45.2,.,-7.7
CC(=O)NS(=O)(=O)c1ccc(NC(=S)NC(=O)COc2ccccc2C)cc1,0.6,1.7,-1.7,-0.1,30.7,17.5,-2.4,24.0,4.2,5.9
O=C(COC(=O)CNC(=O)c1ccccc1)Nc1nnc(-c2ccccc2)o1,.,6.5,5.1,0.1,-5.8,11.5,.,.,-3.5,-28.1
O=C(NC1CCSc2ccccc21)c1cccc(Cl)c1 (centres undefined),5.4,12.1,12.1,0.0,2.8,18.7,-2.7,-11.5,0.3,5.1
Cc1ccc(S(=O)(=O)NCCC2(C(C)C)CCOC(C)(C)C2)cc1 (centres undefined),1.1,-1.0,2.8,-0.2,9.3,38.5,4.1,-8.3,-6.6,-30.5
CC(C)CC(=O)Nc1cccc(-c2nc3ccccc3o2)c1,-2.2,-2.4,20.5,1.5,-58.4,18.7,-1.9,-13.6,5.4,-0.8
CCCCn1c(SCC(=O)Nc2nnc(C)s2)nnc1-c1ccoc1C,-5.1,-4.8,4.0,-0.9,3.7,24.9,-0.2,14.9,-2.4,0.2
Cc1sc2ncnc(SC(C)C#N)c2c1C (centres undefined),0.2,-4.4,-3.3,0.0,-0.7,40.1,1.1,10.1,-11.8,2.8
Cc1nc2scc(C)n2c(=O)c1S(=O)(=O)N1CCN(c2cccc(C(F)(F)F)c2)CC1,-8.1,3.0,-70.3,-0.3,10.6,14.3,-0.8,-2.2,-65.0*,-1.3
COc1ccc(OC)c(S(=O)(=O)NCCc2ccccc2)c1,-1.6,-0.7,13.0,-0.1,3.4,11.4,0.6,-31.3,0.5,-5.2
Cc1ccc(CNC(=O)c2cc(-c3ccccc3)nn2CC2CC(c3cccnc3)=NO2)cc1 (centres undefined),.,-4.8,-10.6,-0.1,22.3,24.8,.,.,0.5,2.9
Cc1cc(C)c2sc(NC(=O)C3=COCCO3)nc2c1,5.1,-5.9,54.2*,1.4,-39.7,-7.4,5.3,-203.0,30.1,-24.7
COc1ccc(N2C(=O)CCC(C(=O)O)C2c2ccccc2OC)cc1 (centres undefined),5.6,-5.6,1.7,0.0,12.8,20.1,1.4,-22.7,5.3,0.8
COCCNc1nc(CSc2ccccc2)nc2sc(C)c(C)c12,-0.2,-10.2,38.3,-0.7,21.5,13.2,-1.4,-18.6,10.3,-10.7
COc1ccc(-n2c(SCC(=O)N3CCCCC3)nc3ccccc3c2=O)cc1,-3.5,-1.8,4.0,1.1,6.7,17.8,-2.4,-37.5,1.5,-1.6
N#Cc1c(-c2ccc3c(c2)OCO3)cc[nH]c1=O,-3.8,0.8,0.6,-1.0,9.2,10.2,8.1,-33.9,-8.8,6.5
C=CCc1ccc(OCCCCOc2ccc(C(=O)O)cc2)c(OC)c1,-6.1,10.0,11.4,-0.2,30.0,17.6,-1.4,10.3,0.0,13.3
COc1ccc(-c2cc3nc4n(c(=O)c3s2)CCC4)cc1,3.2,99.1*,13.8,-0.8,?,22.1,29.8*,-42.0,-5.5,22.6
O=C(Oc1ccccc1)c1cccc(COC(=O)c2cnccn2)c1,2.4,-8.3,11.3,0.3,-16.7,7.6,-3.8,-24.5,5.0,-10.6
Cc1onc(-c2ccccc2)c1C(=O)Nc1nnc(N(C)Cc2ccccc2)s1,6.5,1.1,12.5,.,-32.3,10.7,3.4,1.5,2.8,-14.1
Cc1ccc(CN2CCN(/N=C/c3cccn3C)CC2)c(C)c1,-1.6,4.2,-19.7,-0.1,-0.5,5.5,3.6,-3.7,-3.8,-7.6
CC(C(=O)Nc1ccc(F)c(F)c1F)N(C)Cc1cccs1 (centres undefined),3.3,11.1,-4.4,-0.3,-10.7,6.5,3.8,-8.5,-11.4,-1.2
NC(=O)COC(=O)CSc1cccc2cccc(Cl)c12,-2.0,0.3,-8.9,-0.4,-61.1,31.0,4.4,11.5,-5.3,4.0
S=c1[nH]nc(-c2ccccc2)n1CC1CCCO1 (centres undefined),-0.7,-3.3,5.7,-0.6,6.7,15.4,2.7,-6.7,4.0,-3.4
COCCn1c(=O)[nH]c(=O)c2cc(C(=O)c3cc(OC)ccc3O)cnc21,2.4,20.0,4.6,-0.1,24.4,-1.5,2.6,13.5,1.5,-1.1
Fc1ccc(N2CCN(C3CCC(c4ccccc4)CC3)CC2)cc1 (centres undefined),-9.2,3.8,4.0,0.4,-0.7,14.7,-1.3,-6.6,0.7,4.6
CC1CCC(NC(=O)CN2C(=O)c3cccnc3Oc3ccc(Cl)cc32)CC1 (centres undefined),1.3,13.1,4.7,0.6,-25.8,20.7,0.8,-16.8,0.1,-6.4
CCCCN(C)CCNC(=O)Cn1c(=O)sc2ccccc21,.,-2.0,-1.2,-0.3,-9.5,32.7,.,.,2.8,3.0
O=C1NC2(CCCC2)N=C1c1ccc(F)cc1,-2.3,1.5,13.0,0.0,17.1,11.4,-4.4,-21.2,5.7,7.2
Cc1cc(C(=O)NC2CCCC2)c2ccccc2n1,-0.7,-3.4,4.8,1.4,14.3,15.8,2.4,-14.4,2.0,-3.9
NC(=O)C1Cc2ccccc2CN1S(=O)(=O)c1ccc(Cl)s1 (centres undefined),0.2,-3.7,-43.8,-0.2,2.7,14.7,-3.6,12.9,-33.1,5.1
CC(C)(C)c1ccc(NC(=O)c2ccsc2)cc1,13.5,21.6,11.6,0.5,-52.4,26.7,23.5*,-78.9,19.6,22.7
Cc1ccc(S(=O)(=O)N2CCOCC2)cc1C(=O)NC(=S)N1CC(C)CC(C)C1 (centres undefined),-6.2,-8.2,-7.4,0.2,-28.3,19.5,2.0,-22.8,-2.9,2.0
Cc1ccc(-c2nnc(SCC(=O)Nc3sc(C)c(C)c3C#N)n2C)cc1,-3.1,4.0,0.8,0.4,20.5,26.2,-0.8,12.1,-1.6,-3.3
